# GALK inh: GALK (human) enzyme inhibition. P51570. recombinant GALK, Kinase-Glo ATP luminescence, 1 h. Potency, µM (series often up to 57.5 µM), for the others: top-dose activity, negative = inhibition, hits mostly inhibitors. 44,000 tested, under 10 active. AID 1347072;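 note: plate controls were full GALK reaction for no effect and reaction lacking GALK for full effect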
#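 5 nM GALK with 35 µM ATP and 100 µM galactose in HEPES pH 8.0, MgCl2, NaCl, DTT, BSA; 1 h RT reaction, remaining ATP detected by Kinase-Glo Plus luminescence after 10 min; qHTS concentration series.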
# FH mod: Identification of activators of human fumarate hydratase by quantitative high-throughput screening. Fumarate hydratase, mitochondrial (Homo sapiens), P07954. FH coupled MDH/diaphorase resazurin fluorescence, 15 min. Potency, µM (doses to about 79.9 µM), for the others: at the top dose activity change, negative = inhibition, usual class: inhibitors. actives 0.22% (n = 54,000). AID 1347055, 2019; note: potency is the fitted concentration of half-maximal effect; % is set by controls: 0 for no effect and ±100 for the full control effect; the screen sought activators but most active calls are inhibition curves; nearly all actives have a fitted effect of over 45% in size
# B2AR arrestin ag: ADRB2 beta-arrestin recruitment. HTLA Tango cells, beta-arrestin recruitment, luciferase luminescence, 18 h. Potency, µM (highest dose often 46.1 µM), for inactives: at the top dose activation, hits mostly activators. 44,000 tested, under 10 active. AID 1347077;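 note: potency is the fitted concentration of half-maximal effect; 0% = DMSO and full agonism = EC100 isoproterenol or metaproterenol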
# Target sequence (P07550 whole entry, looked up): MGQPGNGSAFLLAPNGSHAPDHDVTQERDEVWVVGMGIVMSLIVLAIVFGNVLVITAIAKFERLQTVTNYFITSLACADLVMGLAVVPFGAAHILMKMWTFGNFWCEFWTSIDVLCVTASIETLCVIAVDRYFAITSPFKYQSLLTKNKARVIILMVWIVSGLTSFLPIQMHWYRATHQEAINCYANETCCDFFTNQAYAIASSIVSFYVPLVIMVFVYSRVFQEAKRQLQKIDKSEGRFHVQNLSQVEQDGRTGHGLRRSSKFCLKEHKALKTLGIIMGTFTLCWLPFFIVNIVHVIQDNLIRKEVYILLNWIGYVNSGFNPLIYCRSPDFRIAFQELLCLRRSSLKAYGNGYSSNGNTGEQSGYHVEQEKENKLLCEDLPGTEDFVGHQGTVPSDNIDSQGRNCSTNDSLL
#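 Tango cell line, 1% FBS DMEM; cpd titration up to 46 microM; 18 hr, 37 degrees C, 5% CO2. Luciferin/ATP substrate mix added, 15 min RT, luminescence. %Activity, CRC fitting, curve-class categorization.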
# p53null 32C tox: p53 null cell cytotoxicity, permissive temperature; H1299-neo p53 null cells, ATP luminescence, 24 h, 32C; Potency, µM (titrated, usually from 46.1 µM), inactives show top-dose activity change, negative = cytotoxicity, usual class: cytotoxic; actives 0.62% (n = 55,000); AID 903;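 note: potency is the fitted concentration of half-maximal effect; 0% = DMSO only and -100% = full killing by 100 µM tamoxifen; nearly all actives have a fitted effect of over 55% in size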
#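 H1299-neo (p53-null) cells, 600/well, were pre-incubated overnight at 37C, then exposed to compounds at up to 46 uM for 24 hr at 32C. Viability was measured as ATP content by luminescence, and AC50 values came from Hill fits.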
# NTMT1 inh: blocks human N-terminal methyltransferase 1 activity; Q9BV86; NTMT1 MTase-Glo SAH luminescence, purified enzyme; Potency, µM (series often up to 114 µM), inactives show at the top dose activity change, negative = inhibition, usual class: inhibitors; actives 2.5% (n = 59,000);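 note: potency is the fitted concentration of half-maximal effect; plate controls were DMSO vehicle for no effect and no enzyme for full effect; nearly all actives have a fitted effect of over 65% in size; many of its hits are not listed in these tables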
# Target sequence (Q9BV86 whole entry, looked up): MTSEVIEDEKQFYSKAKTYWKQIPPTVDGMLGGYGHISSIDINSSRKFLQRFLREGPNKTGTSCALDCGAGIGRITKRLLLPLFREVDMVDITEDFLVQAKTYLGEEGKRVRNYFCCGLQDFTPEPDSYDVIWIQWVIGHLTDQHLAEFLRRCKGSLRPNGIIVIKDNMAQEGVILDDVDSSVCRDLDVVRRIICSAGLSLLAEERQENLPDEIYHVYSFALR
# p53null 39C kill: p53 null cell cytotoxicity, nonpermissive temperature. H1299 p53-null (neo) cells, 39C, ATPlite viability, 24 h. Potency, µM (doses to about 46.1 µM), inactives show at the highest dose activity, negative = cell killing, hits mostly cytotoxic. actives 0.97% (n = 55,000). AID 904;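 note: potency is the fitted concentration of half-maximal effect; 0% = DMSO only and -100% = full killing by 100 µM tamoxifen; nearly all actives have a fitted effect of over 50% in size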
#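 H1299 lung cancer cells, p53-null (H1299-neo) or expressing p53 A138V (H1299-p53A138V), were plated overnight at 37C, then exposed to compounds at up to 46 uM for 24 hr at 39C. Viability was read by ATP-based luminescence.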
# PTAP-TSG101 blk: TSG101-PTAP interaction inhibition, HIV-1 budding | 44,000 tested, under 10 active | Potency, µM (top dose mostly 115 µM), inactives show at the top dose activity change, negative = inhibition, hits mostly inhibitors | Fluorescence polarization, FITC-PTAP peptide/Tsg101, 20 min; note: potency is the fitted concentration of half-maximal effect; 0% is about no effect
# Target sequence (Q99816 whole entry, looked up): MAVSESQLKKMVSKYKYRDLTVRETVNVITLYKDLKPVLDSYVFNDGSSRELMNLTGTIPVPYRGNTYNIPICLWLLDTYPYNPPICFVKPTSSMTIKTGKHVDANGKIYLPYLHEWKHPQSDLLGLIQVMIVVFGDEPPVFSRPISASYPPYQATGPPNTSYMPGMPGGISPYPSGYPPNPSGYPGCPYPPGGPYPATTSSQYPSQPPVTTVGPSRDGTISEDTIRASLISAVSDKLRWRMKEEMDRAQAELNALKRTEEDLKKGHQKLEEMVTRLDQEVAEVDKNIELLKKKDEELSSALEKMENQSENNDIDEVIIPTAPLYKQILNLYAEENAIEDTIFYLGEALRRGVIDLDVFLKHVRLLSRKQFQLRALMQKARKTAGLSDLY
#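 Steps: Tsg101 binding domain (10 uM final) in HEPES pH 7.5/NaCl/Tween 20/EDTA/TCEP; add compound; add FITC-PTAP peptide (50 nM final); incubate 20 min r.t.; read polarization.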
# Starred values were filed as active, the others as inactive; ? = inconclusive; / = not tested or not shown; [ ] = another dose, or the depositor's remark. Calls come from the whole dose curve; as a rule, active = well fitted curve in the direction sought with a large enough effect; inconclusive = small, poorly fitted or top-dose-only effect, or another doubt; inactive = no such curve, though single readings can be large; an effect the other way counts as inactive or inconclusive.
# A first look, three compounds:
# Order of values: GALK inh	FH mod	B2AR arrestin ag	p53null 32C tox	NTMT1 inh	p53null 39C kill	PTAP-TSG101 blk
- COc1ccc(NC(=O)Cn2ccn(Cc3ccccc3)c(=O)c2=O)cc1Cl
→ -3%	8%	1%	-1%	3%	-2%	1%
- Cc1cccc(NC(=O)c2ccc(-n3cnc4cccnc43)cc2)c1C
→ 1%	-6%	-1%	0%	4%	7%	-1%
- COc1ccc(-c2ccc(=O)n(CC(=O)Nc3cc(OC)ccc3OC)n2)cc1
→ 1%	-9%	-1%	-7%	-8%	15%	-4%

# Main list, repeating the preview:
# Order of values: GALK inh	FH mod	B2AR arrestin ag	p53null 32C tox	NTMT1 inh	p53null 39C kill	PTAP-TSG101 blk
- COc1ccc(NC(=O)Cn2ccn(Cc3ccccc3)c(=O)c2=O)cc1Cl
→ -3%	8%	1%	-1%	3%	-2%	1%
- Cc1cccc(NC(=O)c2ccc(-n3cnc4cccnc43)cc2)c1C
→ 1%	-6%	-1%	0%	4%	7%	-1%
- COc1ccc(-c2ccc(=O)n(CC(=O)Nc3cc(OC)ccc3OC)n2)cc1
→ 1%	-9%	-1%	-7%	-8%	15%	-4%
- CCCN(CCC)C(=O)Cn1c(=O)n(-c2ccc(CC)cc2)c(=O)c2c3c(sc21)CCC3
→ 0%	-11%	-1%	23%	89µM*	15%	-5%
- CCc1ccc(C(=O)NC2=NC(c3ccccc3F)CC(=O)N2)cc1 (stereo unspecified)
→ 6%	-32%	-2%	-1%	-5%	-9%	2%
- COc1ccc(Cl)cc1S(=O)(=O)Nc1cccc(-c2ccc(N3CCOCC3)nn2)c1
→ 1%	/	-1%	-18%	/	-21%	-7%
- O=C(Cn1ncn2c(cc3cc(F)ccc32)c1=O)NC1CCCCC1
→ -3%	/	0%	-9%	/	-20%	-1%
- Cc1cc(C)c(NC(=O)c2nc3ccccc3nc2N2CCCCC2)c(C)c1
→ -6%	25%	10%	7%	0%	9%	2%
- CCOc1ccc(NC(=O)C(NC(=O)C2CCC(C)CC2)C(C)C)cc1 (stereo unspecified)
→ -6%	-2%	0%	-6%	-3%	?	1%
- COc1cccc(-c2nc(-c3ccc(Br)o3)no2)c1
→ -8%	-30%	-1%	-27%	0%	29%	-5%
- O=C(Nc1cccc(OCc2cc(=O)n3c4c(sc3n2)CCCC4)c1)c1ccc(F)cc1
→ 2%	19%	1%	-6%	3%	-2%	-1%
- CN(CCCNC(=O)Cn1ncc2c([nH]c3ccccc32)c1=O)Cc1ccccc1
→ 1%	3%	1%	-8%	-11%	-13%	0%
- COc1ccc(Cl)cc1NC(=O)CSc1nc2c(oc3ccccc32)c(=O)n1Cc1ccco1
→ 0%	-4%	-1%	-3%	5%	-12%	0%
- Cc1ccc(NC(=O)c2cnn3c2NC(c2ccccc2)=CC3c2ccccc2)cc1 (stereo unspecified)
→ 0%	?	0%	20%	0%	44%	-2%
- Cc1ccc(OCC(=O)Nc2c(C(=O)c3ccc(Cl)cc3)oc3ccccc23)cc1C
→ 2%	17%	0%	-3%	3%	-3%	0%
- CC(C)c1ccc(NC(c2nnc(-c3ccccc3)o2)c2ccc(F)cc2Cl)cc1 (stereo unspecified)
→ 0%	?	0%	6%	-10%	33%[activator]	-1%
- CCOC(=O)c1[nH]c(C)c(C(=O)NC(CC)Cc2ccccc2)c1C (stereo unspecified)
→ 3%	5%	6%	13%	-5%	7%	-7%
- CC1CCCN(S(=O)(=O)c2cc3c4c(c2)CC(=O)N4CCC3)C1 (stereo unspecified)
→ -3%	1%	-4%	13%	-1%	-9%	-6%
- O=C(c1ccc2c(c1)OCCO2)N(Cc1cccnc1)c1nc2c(F)cc(F)cc2s1
→ 3%	-22%	-1%	42%[activator]	16%	-13%	-1%
- CCCCN(C)CCNC(=O)Cn1ncc2c3ccccc3n(CCC)c2c1=O
→ 1%	3%	1%	-4%	?	-25%	-3%
- COc1ccc(CNC(=O)CN2C(=O)CCCc3ccccc32)cc1
→ 0%	-3%	0%	-10%	2%	-12%	-1%
- Clc1ccc(-c2noc(-c3cccnc3N3CCN(c4ccccc4)CC3)n2)cc1
→ 4%	-8%	-3%	2%	14%	-4%	-6%
- Cc1cccc(Cn2nnc3c(=O)[nH]c(C4CCCN(C(=O)c5ccccc5Cl)C4)nc32)c1 (stereo unspecified)
→ 1%	-20%	-2%	10%	-1%	-4%	-1%
- CN(C(=O)CSc1nc2ccc(NC(=O)c3cccc(F)c3)cc2s1)c1ccccc1
→ -1%	-15%	-1%	-4%	23%	0%	-4%
- Cc1cccc(C(=O)Nc2c3c(nn2-c2ccc(Cl)cc2)CS(=O)(=O)C3)c1
→ 1%	2%	-1%	2%	5%	19%	0%
- COc1ccc(NC(=O)CC2C(=O)N(c3ccc(OC)cc3)C(=O)N2C2CCCCC2)cc1 (stereo unspecified)
→ 8%	-8%	-2%	-2%	-8%	9%	1%
- Cc1ccc2nc(N(Cc3cccnc3)C(=O)C3COc4ccccc4O3)sc2c1 (stereo unspecified)
→ -10%	-5%	-4%	2%	-1%	27%	0%
- CCCN1CCN(c2ncc3c(n2)CCN(Cc2ccc(OC)c(OC)c2OC)C3)CC1
→ -2%	-1%	0%	-1%	0%	?	1%
- COc1ccccc1NS(=O)(=O)c1cn(C)c(C)n1
→ 3%	4%	0%	12%	7%	12%	6%
- CCCN(C(=O)c1c(C)oc2ncnc(N3CCOCC3)c12)c1ccc(Cl)c(Cl)c1
→ 5%	1%	-1%	0%	12%	6%	2%

# The listing continues:
# Order of values: GALK inh	FH mod	B2AR arrestin ag	p53null 32C tox	NTMT1 inh	p53null 39C kill	PTAP-TSG101 blk
- O=c1[nH]c(C2CCCN(S(=O)(=O)c3ccccc3)C2)nc2c1nnn2Cc1ccccc1Br (stereo unspecified)
→ -4%	?	0%	17%	-5%	8%	-6%
- Cc1ccc(C2CC(=O)N(Cc3ccc(F)cc3)c3c2c(C)nn3-c2nc(C)cc(C)n2)cc1 (stereo unspecified)
→ 5%	-7%	-3%	5%	-10%	0%	4%
- Cc1ccc(NC(=O)c2c(C)oc3ncnc(N4CCCCC4)c23)c(C)c1
→ -2%	-2%	0%	0%	5%	-10%	0%
- Cc1cccc(NC(=O)c2ccc(-c3ccccc3)s2)c1
→ -1%	8%	-3%	?	-11%	?	1%
- CC(C)Cc1ccc(S(=O)(=O)Nc2cc3c(cc2N2CCOCC2)n(C)c(=O)c(=O)n3C)cc1
→ 1%	-21%	-1%	0%	-6%	-24%	-3%
- Cc1cc2n(n1)CCCN2C(=O)Nc1ccc(C)c(Cl)c1
→ 7%	3%	-3%	-4%	3%	-25%	0%
- CC(=O)c1ccc(NS(=O)(=O)c2cnc(N)nc2)cc1
→ 2%	1%	0%	?	8%	14%	-5%
- CCCOc1ccc(OC(=O)c2c(-c3ccccc3Cl)noc2C)cc1
→ 1%	5%	-1%	1%	-19%	15%	-4%
- Cc1ccc(OCC(=O)Nc2nc(-c3ccc(Br)cc3)ns2)cc1
→ 0%	-6%	-3%	7%	0%	10%	-3%
- Cc1cccc(N2CCN(c3nc4ccc(C)cc4n4cnnc34)CC2C)c1 (stereo unspecified)
→ -12%	?	0%	-9%	-1%	12%	0%
- Cc1ccc(-n2ncc3c(NCCCN4CCOCC4)ncnc32)cc1C
→ 2%	-5%	-1%	-2%	50µM*	-13%	-1%
- Cc1cccc(N2CCN(C(=O)c3cn(C)c4ccc(S(=O)(=O)N(C)C)cc4c3=O)CC2C)c1 (stereo unspecified)
→ 7%	-19%	0%	8%	-9%	-3%	-5%
- Cc1nnc(N2C(=O)c3oc4ccccc4c(=O)c3C2c2ccc(F)cc2)s1 (stereo unspecified)
→ 0%	-32%	0%	-1%	-13%	-16%	0%
- COc1ccc(N2CCN(C(=O)C3CCN(S(=O)(=O)Cc4ccccc4)CC3)CC2)cc1
→ 4%	/	-2%	-4%	/	-10%	1%
- CS(=O)(=O)N1CCC(n2c(C(F)(F)F)nc3cccnc32)CC1
→ 0%	/	0%	-4%	/	-9%	-4%
- O=C(NCc1ccccc1)c1c2c(nc3ccccc13)C(=O)N(C1CCCCC1)C2
→ 0%	-6%	3%	-11%	-1%	-9%	-4%
- COc1ccc(-c2nnc(SCC(=O)Nc3ccc(C)c(Cl)c3)nc2-c2ccc(OC)c(OC)c2)cc1OC
→ 2%	-27%	-1%	?	6%	7%	-1%
- Cc1ccc(CNCc2c(C(=O)O)n(Cc3ccccc3C)c3cc(C)ccc23)cc1
→ 0%	-22%	0%	3%	-1%	-3%	0%
- O=C(c1cc(-c2cccc(Cl)c2)on1)N1CCN(c2ccccc2)CC1
→ 2%	/	1%	6%	/	-1%	-1%
- Cc1nn(-c2ccc(F)cc2)c(-n2cccc2)c1C(=O)NCCCN1CCN(c2cccc(Cl)c2)CC1
→ 0%	-23%	0%	37%[activator]	3%	?	2%
- CCS(=O)(=O)N1CCc2cc(C(=O)Nc3cccc(Cl)c3C)ccc21
→ 2%	6%	-2%	-8%	15%	9%	2%
- Cc1cc(NS(=O)(=O)c2cn(C)c(C)n2)ccc1Br
→ -4%	4%	0%	18%	0%	2%	2%
- Cc1ccc(CNC(=O)c2cnc(N3CCCC3)nc2C)cc1
→ 2%	4%	1%	4%	-5%	16%	-4%
- COc1ccc(C2CC(=O)c3cc(-c4nc(-c5cccc([N+](=O)[O-])c5)cs4)c(=O)n(-c4cccc(C)c4)c3C2)cc1 (stereo unspecified)
→ 4%	-10%	1%	5%	4%	24%	1%
- CCOc1ccc(C(=O)Nc2nnc(SCc3cc(=O)n4ccccc4n3)s2)cc1
→ -1%	11%	0%	9%	3%	?	-1%
- CCC(=O)N1CCc2cc(Br)cc(S(=O)(=O)N3CCCC(C(=O)NCc4ccccc4)C3)c21 (stereo unspecified)
→ 7%	-10%	-1%	6%	5%	5%	6%
- CCOC(=O)C1CCCN(S(=O)(=O)c2ccc3c(c2)CCCN3C(C)=O)C1 (stereo unspecified)
→ 1%	7%	1%	0%	-3%	8%	1%
- Cc1cc(C(F)F)n2nc(C(=O)Nc3cc(Cl)ccc3C)nc2n1
→ ?	1%	0%	-2%	-2%	-3%	2%
- Cc1ccc(-c2cc(-c3coc4ccccc4c3=O)c3c(n2)-c2ccccc2OC3)cc1
→ -1%	-7%	1%	/	4%	/	-4%
- O=C(c1ccc2c(c1)N(Cc1ccc(F)cc1)C(=O)c1ccccc1S2(=O)=O)N1CCCC1
→ 6%	2%	1%	-4%	3%	2%	0%
- CC(=O)c1cccc(N(C(=O)Cn2nnc3ccccc32)C(C(=O)NCc2ccccc2)c2ccc(F)cc2)c1 (stereo unspecified)
→ 0%	2%	2%	-7%	-25%	5%	-5%
- Cc1cc(N(C)Cc2ccccc2)n2nc(-c3ccc(C(C)(C)C)cc3)nc2n1
→ 2%	?	-3%	14%	3%	-115%	-2%
- CCOc1ccc(NC(=O)c2c(NCc3cc(OC)c(OC)cc3OC)sc3c2CCCC3)cc1
→ 0%	?	0%	5%	-19%	21%	1%

# Compound activity: PubChem BioAssay, National Center for Advancing Translational Sciences (NCATS)

# Not all compounds are listed (hit frequency here may not be typical).
